TcdB inh: inhibitors of Clostridioides difficile toxin B glycohydrolase; P18177; TcdB glycohydrolase enzymatic assay, plate reader; inhibition, % at 9.99 µM; 0.24% of 350,000 active; AID 652162; in the data active = inhibition above about 10%
BoNT A protease: BoNT A light chain protease inhibition; inhibition, % at 10 µM; 0.17% of 360,000 active; multiplex microsphere protease substrate cleavage, flow cytometry; also: plate controls were buffer without enzyme for full effect and enzyme alone for no effect
CCHFV vOTU inh: CCHFV vOTU protease inhibition; Pep-AMC fluorescence; inhibition, % at 11.5 µM; 0.55% of 370,000 active; AID 651958; in the data active = inhibition above about 30%; also: 0% = vehicle wells with enzyme and 100% = no enzyme wells
PrPC TRFRET: inhibitors of human cell surface prion protein PrPC | P04156 | 0.43% of 370,000 active | TR-FRET read-out | inhibition, % at 13.8 µM | AID 720596; in the data active = inhibition above about 24%; also: 0% = median of the test wells and 100% = reference compound wells
FadD28 FP inh: M. tuberculosis FadD28 bisubstrate binding inhibition. 0.22% of 360,000 active. inhibition, % at 12.5 µM. FadD28 bisubstrate probe binding, fluorescence polarization; in the data active = inhibition above about 8.5%, passing the limit was not always enough; inconclusive = no clear call, values can overlap the other calls
BoNT F protease: inhibitors of Botulinum neurotoxin F light chain protease. inhibition, % at 10 µM. Multiplex microsphere protease cleavage assay, flow cytometry. 0.22% of 360,000 active; in the data active = inhibition above about 35%, passing the limit was not always enough; inconclusive = no clear call, values can overlap the other calls; also: plate controls were buffer without enzyme for full effect and enzyme alone for no effect
Yp Topo-I inh: blocks Yersinia pestis topoisomerase I activity | Y. pestis Topo-I cleavage product accumulation, plate reader | activity, % at 10 µM | 0.064% of 360,000 active | AID 504884; in the data active = activity above about 50%, passing the limit was not always enough; inconclusive = no clear call, values can overlap the other calls; also: inactives centre near 2
PfHsp40 yeast: restores yeast growth despite PfHsp40 toxicity | growth rescue, % at 12.5 µM | 0.68% of 340,000 active | AID 504582 | S. cerevisiae expressing PfHsp40, growth rescue, ATP luminescence; in the data active = growth rescue above about 28%, passing the limit was not always enough; inconclusive = no clear call, values can overlap the other calls;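 also: yeast W303a lacking pdr1 and pdr3 grown in galactose medium; growth measured after three days at 30 °C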
Anthrax LF prot: inhibitors of Bacillus anthracis lethal factor protease. P15917. multiplex microsphere protease cleavage assay, LF. inhibition, % at 10 µM. 0.12% of 360,000 active. AID 588501; also: plate controls were buffer without enzyme for full effect and enzyme alone for no effect
* = called active by the depositor; ? = inconclusive; . = no result given. Rule as the data show it, unless noted: active = inhibition above about 30%; inconclusive = no clear call, values can overlap the other calls; inactive = below that. Random draw from the library; overall some 2.3% were active at least once.

The first 5 entries, to show the layout:
smiles	TcdB inh	BoNT A protease	CCHFV vOTU inh	PrPC TRFRET	FadD28 FP inh	BoNT F protease	Yp Topo-I inh	PfHsp40 yeast	Anthrax LF prot
Cc1ccc(NC(=O)Nc2ccon2)cc1Cl	0.4	4.8	21	8	-3.9	6	0	0.1	1
CCOC(=O)c1c(C)[nH]c(C(=O)COC(=O)C2=NNC(=O)CC2)c1C	0.1	-0.4	-12	9	-4.3	-4	5	-0.5	-4
O=S(=O)(Nc1c(F)cccc1F)c1ccc(Cl)nc1	0.3	?	-3	4	0.0	?	8	-1.2	?
CCc1c(C(=O)NNC(=S)NCCc2ccccc2)csc1C	.	-0.3	4	4	0.4	4	9	-0.2	-4
Cn1nc(C(=O)NNC(=O)Cc2ccc(S(=O)(=O)N3CCOCC3)s2)c2ccccc2c1=O	-0.5	-0.1	-13	6	-0.8	3	0	-0.2	-1

This part in full, from the start:
smiles	TcdB inh	BoNT A protease	CCHFV vOTU inh	PrPC TRFRET	FadD28 FP inh	BoNT F protease	Yp Topo-I inh	PfHsp40 yeast	Anthrax LF prot
Cc1ccc(NC(=O)Nc2ccon2)cc1Cl	0.4	4.8	21	8	-3.9	6	0	0.1	1
CCOC(=O)c1c(C)[nH]c(C(=O)COC(=O)C2=NNC(=O)CC2)c1C	0.1	-0.4	-12	9	-4.3	-4	5	-0.5	-4
O=S(=O)(Nc1c(F)cccc1F)c1ccc(Cl)nc1	0.3	?	-3	4	0.0	?	8	-1.2	?
CCc1c(C(=O)NNC(=S)NCCc2ccccc2)csc1C	.	-0.3	4	4	0.4	4	9	-0.2	-4
Cn1nc(C(=O)NNC(=O)Cc2ccc(S(=O)(=O)N3CCOCC3)s2)c2ccccc2c1=O	-0.5	-0.1	-13	6	-0.8	3	0	-0.2	-1
CCOC(=O)c1c[nH]c2c(C)ccc(Cl)c2c1=O	1.0	-1.1	2	2	-2.1	-10	3	0.3	3
CCOc1ccccc1C(=O)NCC(=O)N1CCN(Cc2ccc3c(c2)OCO3)CC1	.	-0.5	.	.	1.4	-6	21	-0.6	-4
O=c1c2ccccc2nnn1CSc1nnc(-c2cccc(S(=O)(=O)N3CCCCC3)c2)o1	.	-0.1	0	0	-2.5	-2	2	2.2	-2
Cc1ccc(SCC(=O)NC(=O)c2ccc(S(=O)(=O)N(C)C)cc2)cc1C	.	0.2	11	-2	2.2	3	27	0.8	-1
O=C(CCc1nc(-c2ccccc2F)no1)NC1CCN(Cc2ccccc2)CC1	.	-1.4	-6	-8	-0.6	15	7	-0.6	-2
Cc1noc(/C=C/N(C)C)c1S(=O)(=O)N1CCN(c2ccccc2)CC1	0.7	0.3	8	8	1.6	-5	8	-0.4	2
Cn1c(-c2cnn(-c3ccccc3)c2N)n[nH]c1=S	-1.2	0.2	0	1	0.1	-3	7	-1.6	-4
O=C(c1cccc(S(=O)(=O)Nc2ccccc2F)c1)N1CCN(c2ccccc2F)CC1	1.2	-0.6	1	-3	-0.9	-3	31	-0.2	0
Cc1cc(C)c(C)c(OC(=O)c2sc(Cl)nc2C)c1	.	-0.4	-11	12	-2.9	-6	-3	-1.0	-2
COc1ccc(OC)c(NC(=O)COC(=O)CCC2CCCC2)c1	1.2	2.3	5	-3	0.4	5	37	7.8	-3
OC(c1ccccc1)c1nc(-c2cccs2)cs1 (stereo not given)	-0.2	-0.1	6	0	-1.9	-2	4	.	-9
COc1ccc(NC2CC(=O)N(c3cccc(C)c3)C2=O)cc1 (stereo not given)	.	1.3	-7	1	0.4	10	-1	1.7	1
Cc1cc(C=C2C(=O)c3ccccc3C2=O)c(C)n1C	.	2.1	-11	-9	-1.0	-11	4	-1.9	-1
Cc1ccc(S(=O)(=O)N2CCN(C(=O)CCN3C(=O)c4ccccc4C3=O)CC2)cc1C	1.6	-0.8	7	-1	0.0	-15	41	1.9	-4
Cc1ccccc1C(=O)N/N=C1\SCC(=O)N1Cc1ccco1	0.7	-1.2	-2	-3	-0.2	-9	7	-0.5	-4
OCCC#Cc1ccc(N2C(c3ccsc3)=Cc3ccc(F)cc3C2c2c[nH]c3ccccc23)cc1 (stereo not given)	-0.4	0.9	0	-6	.	-2	.	.	-10
COc1ccc(S(=O)(=O)Nc2ccc3c(c2)COC3=O)cc1OC	.	0.0	10	-5	1.1	4	1	-1.7	0
COc1ccc2c(c1)CC(C1(O)C(=O)N(C)c3ccccc31)C2=O (stereo not given)	.	-0.4	-7	5	-0.2	8	3	0.5	-2
CCOCCSc1n[nH]c(=O)n1CCc1ccccc1	0.9	-3.1	8	0	-0.3	-17	7	1.8	0

3 compounds already listed, ordered by count of non-hydrogen atoms, falling:
smiles	TcdB inh	BoNT A protease	CCHFV vOTU inh	PrPC TRFRET	FadD28 FP inh	BoNT F protease	Yp Topo-I inh	PfHsp40 yeast	Anthrax LF prot
CCOC(=O)c1c(C)[nH]c(C(=O)COC(=O)C2=NNC(=O)CC2)c1C	0.1	-0.4	-12	9	-4.3	-4	5	-0.5	-4
COc1ccc(NC2CC(=O)N(c3cccc(C)c3)C2=O)cc1 (stereo not given)	.	1.3	-7	1	0.4	10	-1	1.7	1
OC(c1ccccc1)c1nc(-c2cccs2)cs1 (stereo not given)	-0.2	-0.1	6	0	-1.9	-2	4	.	-9

The listing continues.
smiles	TcdB inh	BoNT A protease	CCHFV vOTU inh	PrPC TRFRET	FadD28 FP inh	BoNT F protease	Yp Topo-I inh	PfHsp40 yeast	Anthrax LF prot
NC(=O)N/N=C/c1cccc(C(F)(F)F)c1	1.6	-0.6	9	5	-1.8	-5	-3	0.1	0
O=C(c1ccc(Cl)c(Cl)c1)N1CCOCC1	.	0.2	11	-1	-0.1	5	4	-1.1	-1
CCOC(=O)C1=C(C)N(CCO)C(=O)NC1c1ccccc1 (stereo not given)	0.4	0.1	.	.	1.1	-10	-5	-0.8	1
CC(NC(=O)COC(=O)c1c[nH]c2ccccc12)c1ccccc1 (stereo not given)	1.9	-0.1	-1	-5	-3.3	-9	3	-1.6	2
O=C(N/N=C/c1ccc(OCC(=O)N2CCOCC2)cc1)c1ccccc1Cl	-0.3	-0.5	-1	7	-1.6	-3	-14	0.0	2
Cc1c(NC(=O)Nc2c(Cl)cccc2Cl)c(=O)n(-c2ccccc2)n1C	0.9	-3.1	-8	-5	0.1	1	-1	-1.0	-15
Cc1nc(NCCc2ccc(F)cc2)c2nnn(Cc3ccccc3)c2n1	1.0	-2.0	-3	7	0.0	?	8	0.1	-10
C/C(=N/NC(=O)CSCc1ccc(Cl)cc1)c1cccc(NC(=O)c2ccccc2)c1	.	-1.0	-11	-3	-3.3	-5	-1	1.6	-3
CCOc1ccc(C(CC(=O)O)NS(=O)(=O)c2ccc(C)cc2)cc1OC (stereo not given)	.	0.4	0	7	-5.8	?	6	-1.4	0
Cc1ccc(S(=O)(=O)NCC(=O)OCC(=O)N(C)C2CCCCC2)cc1	-0.2	0.7	-1	-6	-1.1	1	-3	0.6	-2
COc1ccc(/C=C/C(=O)O)cc1S(=O)(=O)NCc1cccnc1	1.6	0.8	-10	5	-0.7	-10	0	-3.0	10
COc1ccc(N2C(=O)C3CCCN3C2c2cccc(OC)c2)cc1 (stereo not given)	-0.3	-0.5	2	1	-0.2	-2	2	-0.1	-4
O=C(NC1CCCCC1)C(c1ccc(F)cc1)N(CCN1CCOCC1)C(=O)c1ccc(-c2ccccc2)[nH]1 (stereo not given)	-2.2	-0.4	2	-3	-2.1	-9	8	-0.4	2
CC(C)N1CCC(C)(C(=O)Nc2ccc(Cl)c(Cl)c2)C1 (stereo not given)	0.9	-0.1	3	-12	-0.9	-7	-3	.	-4
COCCCn1c(C(=O)NC2CCCCC2C)cc2c(=O)n3cccc(C)c3nc21 (stereo not given)	0.4	0.9	-11	-1	-1.6	-1	8	0.4	-1
CC(=O)Nc1ccc(C(=O)NCC(c2ccco2)N(C)C)cc1 (stereo not given)	0.9	1.1	10	-13	-20	5	-4	0.0	4
CCOC(=O)CC(=O)CSc1nc(-c2ccccc2)cc(-c2ccccc2)c1C#N	0.2	4.2	7	1	-6.7	-9	11	0.6	0
COc1ccc(Cc2n[nH]c(=S)n(N)c2=O)cc1	-0.6	0.1	-7	-3	-9.2	-1	0	-0.2	-2
CC(C)NC(=O)COC(=O)/C=C/c1ccco1	0.1	-0.5	13	-6	0.2	-9	-1	0.2	0
COc1ccc(Nc2nc(NCCCN3CCOCC3)nc(N)c2[N+](=O)[O-])cc1	1.8	-0.1	-4	-7	-0.6	-7	0	-1.0	-4
COc1ccc(CC(=O)NNC(=S)NC(=O)c2cc(OC)c(OC)c(OC)c2)cc1	1.4	0.1	0	-3	-0.9	-10	4	.	3
O=C(COC(=O)CCC(=O)c1cccs1)NCc1cccs1	0.7	-0.2	14	-6	-2.9	-2	-2	-0.8	-1
O=C(CNC(=O)c1ccco1)NCC(=O)OCC(=O)c1ccc(Cl)c([N+](=O)[O-])c1	1.2	0.5	7	-9	-1.0	3	-2	-1.1	0
Cc1cc(C)nc(CCNC(=O)c2cc(COc3ccccc3)on2)n1	0.5	-3.7	-4	-1	1.1	-2	3	-0.4	-2
Cn1nc(C(=O)OCc2ccc(F)cc2)c2ccccc2c1=O	0.9	-1.5	1	4	-3.0	-1	1	-1.7	4
CC(=O)N1CCC(N(CCN2CCOCC2)C(=S)Nc2ccc(C)c(C)c2)CC1	0.5	-1.5	10	0	-0.7	-5	0	-0.5	-2
O=C(COC(=O)CSc1cccc2cccc(Cl)c12)Nc1ncc(C(F)(F)F)cc1Cl	-0.4	-0.9	1	31*	-1.2	-3	18	0.3	-6
Cc1cc(S(=O)(=O)Nc2cccc(Cl)c2)c(C)s1	3.2	0.3	1	3	-3.8	1	1	3.9	-4
CCCCN1C(=O)NC(=O)C2(Cc3ccccc3N3CCOCC32)C1=O (stereo not given)	.	3.4	-12	-1	1.3	14	-6	-0.4	-5
CC1(C)CC2CC(C)(CN2S(=O)(=O)c2ccc(C(=O)Nc3cccc(S(=O)(=O)N4CCOCC4)c3)cc2)C1 (stereo not given)	0.4	-3.8	18	7	0.6	-13	17	1.3	-3
NC(=O)Cn1c(=O)n(C2CCCCC2)c(=O)c2c3c(sc21)CCCCC3	0.3	-0.4	6	5	-2.0	-5	1	-1.9	-2
Cc1cc(C)c(-c2csc(NC(=O)c3n[nH]c(=O)c4ccccc34)n2)c(C)c1	4.2	-1.5	0	3	-1.6	-28	-1	-1.0	-1
COc1cc(OC)cc(C(=O)NC(C)CNc2ccc(Cl)cc2[N+](=O)[O-])c1 (stereo not given)	-0.1	-1.9	2	-9	-1.4	?	-5	0.7	2
Cc1cc(NC(=O)CC23CC4CC(C2)CC(CC(=O)Nc2cc(C)on2)(C4)C3)no1	.	-0.8	-5	5	-1.9	-6	-7	0.8	-1
O=C(CCCC(=O)N(CC(=O)NC1CCCCC1)c1ccc(F)cc1)Nc1ccccn1	-0.1	-0.4	3	-2	-1.1	-6	2	-1.5	-8
O=C(CSc1nc2ccsc2c(=O)n1NC(=O)c1ccccc1)NCc1ccco1	.	-1.0	-2	-2	-1.9	2	0	0.0	-3
C[C@H](CO)N1C[C@H](C)[C@H](CN(C)CC2CCCCC2)Oc2ccc(NS(=O)(=O)c3ccc(F)cc3)cc2CC1=O	2.5	-0.7	19	6	-0.1	-13	24	-0.4	-2
COc1ccc(C2=CCCCCC2)cc1OC	1.4	-0.8	-9	4	-3.7	0	4	.	-5
